H1N1 NS1A inhibition: H1N1 influenza NS1A inhibitors, functional cell based assay (AID 504329); 0.3% of 340,000 active; inhibition, % at 12.5 µM; hits with a dose series show IC50 in µM; NS1A functional cell-based assay, percent inhibition; higher % means a stronger effect; in the data active = a potency from the dose series; inconclusive = inhibition above about 27% without an active follow-up result; note: strong numbers were not always called active
Salmonella PhoP GFP: PhoP regulon inhibitors, Salmonella typhi PhoP promoter GFP reporter, confirmatory (AID 1850) | Salmonella Typhi PhoP-promoter GFP reporter, fluorescence, 4 h; higher % means a stronger effect | inhibition, % at 50 µM, or IC50 in µM where a hit was titrated | 0.33% of 310,000 active; in the data active = a potency from the dose series; inconclusive = inhibition mostly from about 25% at the one dose, without a potency; inactive = the rest, 99 in 100 with inhibition below about 19%;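 note: 0% = induced wells with vehicle and 100% = uninduced wells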
inhibitors of VEEV: inhibitors of VEEV TC-83 cytopathic effect, confirmation, Vero cells (AID 588727). Vero cells, VEEV TC-83 cytopathic effect inhibition; higher % means a stronger effect. 0.13% of 350,000 active. inhibition, % at 20 µM, or IC50 in µM where a hit was titrated; in the data active = a potency from the dose series; inconclusive = inhibition mostly from about 14% at the one dose, without a potency; inactive = the rest, 99 in 100 with inhibition below about 12%; note: strong numbers were not always called active
tuberculosis growth: growth inhibition of non-replicating M. tuberculosis (AID 488890); Mycobacterium tuberculosis non-replicating, growth inhibition; higher % means a stronger effect; inhibition, % at 25 µM; hits with a dose series show IC50 in µM; 0.39% of 320,000 active; in the data active = a potency from the dose series; inconclusive = inhibition mostly from about 82% at the one dose, without a potency; inactive = the rest, 99 in 100 with inhibition below about 76%;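 note: plate controls were DMSO cells for no effect and high antibiotic wells for full effect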
M. tuberculosis HTS: M. tuberculosis growth inhibition, HTS (AID 449762) | M. tuberculosis H37Rv growth inhibition, 7H9 media; higher % means a stronger effect | inhibition, % at 25 µM, or IC50 in µM where a hit was titrated | 0.59% of 330,000 active; in the data active = a potency from the dose series; inconclusive = inhibition above about 70% without an active follow-up result;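 note: bacterial growth assessed after seven days of incubation; strong numbers were not always called active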
inhibitors of VEEV 10K pilot screen: further read-out of inhibitors of VEEV, marked with its call; inhibition, %; measured here: 10K pilot screen inhibition
* = called active by the depositor; i = inactive; ? = inconclusive; / = no result given.

SMILES	H1N1 NS1A inhibition	Salmonella PhoP GFP	inhibitors of VEEV	tuberculosis growth	M. tuberculosis HTS	others
O=C(C(=O)N1CCc2ccccc2C1)c1cn(CC(=O)N2CCCCC2)c2ccccc12	11%	2%	i	36%	-10%
CC(=O)N1CCN(S(=O)(=O)c2ccc(S(=O)(=O)NCC(C)C)cc2)CC1	-9%	9%	4.5%	-9%	-4%
CCOc1ccc(S(=O)(=O)NCCCn2ccnc2)cc1NC(C)=O	1%	-4%	0.1%	4%	-9%
Cc1nc(=O)c(-c2ccccc2)c(C)n1-c1cccc(C(=O)O)c1	1%	-6%	i	2%	-9%
C[N+]1(C)CC2=Cc3ccccc3CC2C1 (stereo not given)	-2%	-3%	1.1%	-3%	-7%
CN1CCN(c2ccc(S(=O)(=O)Nc3ccccc3)cc2[N+](=O)[O-])CC1	-2%	-8%	i	-12%	4%
CCC(CC)c1nnc(NC(=O)c2ccc3ccccc3n2)s1	0%	-2%	0.1%	4µM*	?
COCCCN(Cc1cccs1)S(=O)(=O)c1csc(C(N)=O)c1	-3%	-2%	0.5%	21%	8%
O=C(NC1C2CC3CC(C2)CC1C3)c1ccc(N2CCNCC2)c([N+](=O)[O-])c1 (stereo not given)	14%	8%	22%	59%	-2%
Cc1ccc(C(=O)Nc2ccccc2C(=O)O)cc1S(=O)(=O)NCc1ccccc1	4%	5%	0.4%	35%	5%

The closing 4 entries of the part above open the next one.
SMILES	H1N1 NS1A inhibition	Salmonella PhoP GFP	inhibitors of VEEV	tuberculosis growth	M. tuberculosis HTS	others
CCC(CC)c1nnc(NC(=O)c2ccc3ccccc3n2)s1	0%	-2%	0.1%	4µM*	?
COCCCN(Cc1cccs1)S(=O)(=O)c1csc(C(N)=O)c1	-3%	-2%	0.5%	21%	8%
O=C(NC1C2CC3CC(C2)CC1C3)c1ccc(N2CCNCC2)c([N+](=O)[O-])c1 (stereo not given)	14%	8%	22%	59%	-2%
Cc1ccc(C(=O)Nc2ccccc2C(=O)O)cc1S(=O)(=O)NCc1ccccc1	4%	5%	0.4%	35%	5%
O=C1N=C(N2CCN(Cc3ccccc3)CC2)S/C1=C/c1cccs1	/	-5%	5.5%	53%	-2%
Cc1cc(N)n(-c2ccc(S(=O)(=O)c3ccc(C(C)C)cc3)cc2)n1	13%	2%	2.1%	10%	-5%
COc1ccc(/C(C)=N/OCC(=O)Nc2nc3ccccc3s2)cc1OC	-5%	-3%	1.6%	8%	-5%
CSc1nc2ccc(NC(=O)c3ccc(F)c(F)c3)cc2s1	-2%	8%	4.5%	47%	?
CCCc1nn2c(=O)c(C(c3cccc(Cl)c3)c3c(O)nc4sc(CCC)nn4c3=O)c(O)nc2s1	10%	-2%	1.6%	-12%	-7%
Cc1ccc2nc(CCc3nc4ccc(C)cc4o3)oc2c1	-4%	3%	1.2%	50%	-7%
CCN(CC)CC(=O)Nc1ccc(/C(C)=N/NC2=NCCN2)cc1	16%	-2%	53%	18%	-3%
COc1ccc(-n2c(=O)cc(N3CCOCC3)[nH]c2=O)cc1	4%	2%	2.9%	4%	-2%
COCc1ccc(CN2CCCC(C(=O)Nc3ccc(-c4cccc(OC)c4)cc3)C2)o1 (stereo not given)	9%	2%	7.7%	35%	?
CC1=C(C(=O)OC2CCCCCCC2)C(c2cc3c(cc2Br)OCO3)CC(=O)N1 (stereo not given)	6%	6%	2.2%	-1%	-1%
O=C(CC1C(=O)NCCN1Cc1c(F)cccc1Cl)NCCCN1CCCC1=O (stereo not given)	-1%	-13%	3.1%	-20%	-9%
O=C(COc1ccccc1)Nc1ccc2oc(=O)ccc2c1	6%	4%	0.6%	48%	33%
CC(=O)c1sc(-c2ccccc2Cl)nc1C	-4%	6%	i	1%	2%
O=C(Nc1ccccc1Cl)C1Cc2ccccc2O/C1=N\O (stereo not given)	0%	2%	0.5%	-16%	1%
CCOC(=O)c1sc(N(C)C(C)=O)nc1C	-3%	3%	0.5%	-12%	-6%
CS(=O)(=O)n1nc(-c2ccccc2)nc1N	-1%	-13%	0.8%	1%	8%
CCn1c(SC/C=C/c2ccccc2)nnc1-c1cccs1	-8%	-9%	0.9%	43%	-3%
CC(=O)Nc1ccccc1C(=O)N1CCc2ccccc21	1%	-5%	0.1%	-6%	-4%
Cn1c(COc2ccccc2)nnc1SCc1cc(=O)[nH]c2ccccc12	-5%	11%	2.1%	12%	-12%
CCN(CC)CC(=O)Nc1sc(C)c(C)c1C(=O)c1ccc(C)cc1	8%	4%	i	49%	-1%
COc1ccccc1N1CCN(C(=O)CSc2nc3ccccc3c(=O)n2CC2CCCO2)CC1 (stereo not given)	18%	-6%	1.7%	28%	4%
Cc1ccc(OCCn2c(C)nc3ccccc32)cc1	-4%	0%	i	69%	-4%
Cn1c(C(=O)NCC2CCCO2)cc2c(=O)[nH]c3ccccc3c21 (stereo not given)	3%	4%	6.5%	-5%	5%
CC(=O)c1c(C)nn(CC(=O)NC2CCCN(Cc3ccc(CC(C)C)cc3)C2)c1C (stereo not given)	4%	2%	i	17%	9%
CC1CCC(NC(=O)c2ccc3snnc3c2)CC1 (stereo not given)	2%	5%	0.8%	72%	-5%
O=C(NC1CC1)c1cc(F)c(F)cc1Cl	1%	1%	0.4%	-5%	-1%
CC(C)NC(=O)N(C)C[C@H]1Oc2ccc(NC(=O)Nc3ccc(C(F)(F)F)cc3)cc2C(=O)N([C@H](C)CO)C[C@@H]1C	-3%	/	i	-1%	-3%	inhibitors of VEEV 10K pilot screen=2.2
CCOc1ccc2c(c1)/C(=C(\C(Cl)=C(Cl)Cl)[N+](=O)[O-])N2	-2%	-6%	i	15%	7%
[O-]/[N+](=C/c1cccnc1)c1ccc(Br)cc1	0%	5%	5.0%	38%	7%
COc1cccc(NC(=O)Cn2cnc3sc(C)c(S(=O)(=O)N4CCN(C)CC4)c3c2=O)c1	-3%	-5%	6.5%	6%	5%
CC1CSc2nnc(CCc3ccccc3)n21 (stereo not given)	1%	19%	0.1%	2%	-1%
COc1ccc(C2(C(=O)NCCCN3CCOCC3)CCOCC2)cc1	3%	-15%	i	3%	-11%
O=C(CCCOc1ccc(Cl)cc1Cl)N/N=C/c1ccccc1O	-1%	4%	9.3%	?	5%
COc1cc(OC)c(C2N(C)c3ccccc3N2C)cc1OC	/	-1%	/	1%	1%
O=C(O)Cc1sc(-c2ccccc2)nc1-c1cccs1	3%	-1%	0.1%	30%	10%
CCOC(=O)C1(Cc2ccccc2C)CCCN(C(=O)c2ccc(CSC)o2)C1 (stereo not given)	-1%	-6%	6.5%	21%	7%
Cc1c(C(c2cc3c(cc2Br)OCO3)c2c(C)n(C)n(-c3ccccc3)c2=O)c(=O)n(-c2ccccc2)n1C	-4%	2%	1.3%	1%	1%
O=S1(=O)CCOC[C@H](c2ccccc2)N1Cc1cccc(Cl)c1	-2%	9%	7.3%	-1%	2%
O=C(Oc1ccc2c(c1)OCC2=O)c1ccc(Cl)cc1	-17%	2%	7.5%	38%	2%
Cn1nc(C(C)(C)C)c([N+](=O)[O-])c1C(=O)NC1CCCCC1	10%	3%	0.7%	3%	1%
O=C(c1ccc(Cl)c(Cl)c1)N1CCC(=O)N(C(COCc2cccc(Cl)c2)Cc2ccccc2)CC1 (stereo not given)	3%	-4%	6.0%	36%	-4%
Clc1ccc2nc(CN3CCCc4ccccc43)cn2c1	16%	6%	i	36%	-7%
Cc1ccc(NC(=O)NC(=O)COc2c(F)c(F)cc(F)c2F)c(C)c1	1%	/	0.2%	7%	5%
CC(C)c1cc(N2CCC(=O)NC2=O)cc(C(=O)O)c1O	6%	5%	3.1%	-10%	1%
COc1cc2[nH]c3c(=O)n4c(nc3c2cc1OC)SCCC4	9%	9%	3.9%	-7%	6%
CC(C)CCNC(=O)C(c1ccc(O)cc1)N(C(=O)C1COc2ccccc2O1)c1cccc(O)c1 (stereo not given)	12%	9%	3.7%	52%	71µM*	inhibitors of VEEV 10K pilot screen=2.6
C=C(C)/C=N/NC(=S)Nc1ccc(S(=O)(=O)N2CCOCC2)cc1	-3%	-1%	1.5%	-21%	-14%
NC(N)=N/N=C/c1cn(-c2ccccc2)nc1-c1cccs1	>100µM*	/	i	6.1µM*	?
CC(C)CCNC(=O)CCc1nnc2n(CCCOC(C)C)c(=O)c3ccccc3n12	-5%	-5%	2.8%	12%	0%
Cc1ccc(C)c2[nH]c(=O)c(C(c3nnnn3C3CCCC3)N3CCOCC3)cc12 (stereo not given)	-10%	0%	1.4%	17%	-2%
(further entries)
SMILES	H1N1 NS1A inhibition	Salmonella PhoP GFP	inhibitors of VEEV	tuberculosis growth	M. tuberculosis HTS	others
Cn1c(Cc2ccccc2)nnc1SCC(=O)N1CCN(c2ccccc2)CC1	5%	10%	0.7%	-4%	-1%
CN1CCN(CCCNC(=O)c2cc3c(=O)n(C)c4ccccc4c3s2)CC1	8%	0%	8.6%	47%	2%
O=Nc1c(O)n(Cc2c(Cl)cccc2Cl)c2ccccc12	0%	-2%	2.5%	-2%	9%
CCCCN(CC(=O)NCc1ccc(Cl)cc1)S(=O)(=O)c1ccc2c(c1)OCCO2	-5%	-5%	2.5%	2%	0%
Cc1cc2c(cc1C)CSC(c1ccccc1OC(=O)C(C)C)SC2	-1%	0%	0.0%	/	17%	inhibitors of VEEV 10K pilot screen=6.4
CCC(C)(C)NC(=O)C(c1cccn1C)N(Cc1ccc(OC)cc1)C(=O)Cn1nnc2ccccc21 (stereo not given)	0%	-5%	i	8%	-12%
CC1CCc2c(sc(NC(=O)CSc3ncnc4c3cnn4-c3ccccc3Cl)c2C#N)C1 (stereo not given)	9%	-13%	i	-2%	-10%
CCN(CC)c1ccc(NC(=O)c2ccccc2Br)cc1S(=O)(=O)Nc1ccccc1OC	-1%	7%	i	?	3%
COCCN1C(=O)C(CC(=O)Nc2ccccc2)SC1=Nc1ccc(OC)cc1 (stereo not given)	4%	3%	i	15%	6%
O=C(NCc1ccccc1CN1CCOCC1)c1ccc(-n2cccn2)cc1	8%	/	9.1%	3%	1%
CCC(C(=O)Nc1cccc(C(=O)O)c1)c1ccccc1 (stereo not given)	-7%	15%	6.2%	-5%	-2%
C[C@H]1CN([C@@H](C)CO)C(=O)c2cccc(NC(=O)C3CC3)c2O[C@H]1CN(C)S(=O)(=O)c1cccs1	18%	/	0.2%	-5%	-7%
Cc1ccc2nc(N3C(=O)C(O)=C(C(=O)c4ccco4)C3c3cccc(O)c3)sc2c1 (stereo not given)	-9%	16%	1.4%	20%	2%
O=S(=O)(Nc1ccc2c(c1)nc1n2CCN(Cc2ccccc2)C1)c1ccc(F)cc1	-4%	-6%	i	22%	0%	inhibitors of VEEV 10K pilot screen=0.0
C=CCN1C(=O)NC(=O)/C(=C/c2c(CCN(C)C(=O)c3ccccc3)cc3c(c2OC)OCO3)C1=O	-6%	13%	0.9%	-20%	-4%
CCSc1nnc(NC(=O)c2csc(C)c2)s1	-12%	0%	1.5%	2%	-4%
O=C(c1ccccc1)c1coc2ccc(O)c(CN3CCOCC3)c12	1%	-6%	2.1%	3%	0%
O=C(C[n+]1ccn(-c2ccccc2)c1)c1ccc([N+](=O)[O-])cc1	5%	4%	0.9%	-3%	-6%
O=[N+]([O-])c1ccc(CSc2nnc(Cc3ccccc3)o2)cc1	4%	6%	0.5%	?	8%
Cc1ccc(NC(=O)CSc2nnc(CNC(=O)c3ccco3)o2)cc1	7%	-2%	0.1%	18%	?
Cc1ccc(C2CC(c3ccccc3)=NN2c2ccccc2)o1 (stereo not given)	-4%	-11%	1.2%	15%	-1%
COC(=O)c1[nH]c2ccc(Cl)cc2c1NC(=O)CN1CCC(C(N)=O)CC1	/	-2%	/	-9%	-3%
O=C(NC1(C(F)(F)F)NC(=O)N(Cc2ccccc2)C1=O)c1cccnc1 (stereo not given)	-8%	4%	1.3%	-15%	-2%
CC(=O)C(Cc1ccccc1)NC(=O)COc1ccc2c(c1)OCO2 (stereo not given)	-16%	/	0.9%	8%	-10%
C=C1CN(Cc2ccccc2)S(=O)(=O)c2ccccc21	9%	1%	i	31%	17%
O=Cc1c(F)cccc1N1CCCC1	-9%	-12%	0.1%	19%	-6%
CCOc1cc(/C=N/NC(=O)CN2CCOCC2)ccc1OCc1ccc(Cl)cc1	19%	0%	6.6%	11%	4%
CC1CCN(S(=O)(=O)c2cccc(C(=O)Nc3nncs3)c2)CC1	1%	1%	0.8%	21%	-9%
CCOC(=O)N1CCN(S(=O)(=O)Cc2ccccc2)CC1	0%	1%	0.4%	-4%	-9%
